BCLXL inh: inhibitors of human Bcl-xL, primary screen, biochemical, fluorescence polarization, HTS; GST-Bcl-xL / FITC-Bim BH3 peptide fluorescence polarization; inhibition, % at 10.9 µM; 0.7% of 320,000 active;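 active means inhibition above the mean of all tested compounds plus 3 SD, cutoff set per campaign, cut at about 30% in these data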;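 further: 0% = DMSO wells and 100% = unlabeled Bim-BH3 peptide competitor; inhibitors lower millipolarization by displacing the labeled peptide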
Target sequence (Q07817 whole entry, looked up): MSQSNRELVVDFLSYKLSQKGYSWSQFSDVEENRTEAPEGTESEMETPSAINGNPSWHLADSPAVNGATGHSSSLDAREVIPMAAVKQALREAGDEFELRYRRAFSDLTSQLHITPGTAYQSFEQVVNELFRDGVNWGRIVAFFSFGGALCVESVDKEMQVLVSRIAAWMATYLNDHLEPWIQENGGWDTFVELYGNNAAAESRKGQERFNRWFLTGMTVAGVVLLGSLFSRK
VLA-4 inh: inhibition in human VLA-4 binding assay, primary screen, VLA-4 allosteric modulator project, MLPCN library, flow cytometry, VLA-4 expressing cells; inhibition, % (about 7 µM as worked out from the volumes in the protocol); Integrin alpha-4 (Homo sapiens), P13612; ligand binding flow cytometry; AID 2557, 2010; 0.2% of 330,000 active; in the data active means inhibition above about 50%
MCL1 BIM primary: inhibitors of MCL1 binding to BIM-BH3, primary screen, biochemical, fluorescence polarization; AID 2057, 2009; Induced myeloid leukemia cell differentiation protein Mcl-1 (Homo sapiens), Q07820; GST-MCL1 / FITC-Bim-BH3 fluorescence polarization; 0.68% of 320,000 active; inhibition, % at 10.9 µM;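 active means inhibition above the mean inhibition of all tested compounds plus 3 SD, set per campaign, cut at about 40% in these data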;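 further: 0% = DMSO wells and 100% = unlabeled Bim-BH3 peptide control; higher means more loss of mP so more displacement of Bim peptide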
Target sequence (Q07820 whole entry, looked up): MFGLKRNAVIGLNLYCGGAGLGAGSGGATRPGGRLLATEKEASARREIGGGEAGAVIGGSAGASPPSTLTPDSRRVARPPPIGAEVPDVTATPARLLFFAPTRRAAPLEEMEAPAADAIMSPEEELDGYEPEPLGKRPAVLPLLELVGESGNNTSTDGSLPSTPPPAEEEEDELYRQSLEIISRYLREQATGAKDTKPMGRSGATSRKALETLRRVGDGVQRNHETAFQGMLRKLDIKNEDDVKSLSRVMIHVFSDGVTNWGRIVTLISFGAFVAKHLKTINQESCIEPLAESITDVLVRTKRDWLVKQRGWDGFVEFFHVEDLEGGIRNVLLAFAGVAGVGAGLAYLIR
Fam108B counter: mouse Fam108B serine hydrolase inhibitors, primary screen, counter-screen for RBBP9 inhibitor project, biochemical, fluorescence polarization. inhibition, % at 9.51 µM. AID 1947, 2009. 0.33% of 300,000 active. recombinant Fam108B, FP-Rh probe fluorescence polarization;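 active means inhibition above the screen mean inhibition plus 3 SD, computed separately per campaign, cut at about 18% in these data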;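 further: inhibitors lower polarization as less probe binds the enzyme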
MEX-5 binding: MEX-5 zinc finger RNA-binding disruptors – biochemical, C. elegans, fluorescence polarization, MLPCN library, primary screen; Zinc finger protein mex-5 (Caenorhabditis elegans), Q9XUB2; MEX-5/FITC-TCR2 RNA binding; active compounds read low; activity score (negative = inhibition of binding), % at 10 µM; 0.38% of 300,000 active; AID 1832, 2009;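 active means inhibition past about -25% in most replicates, and total fluorescence under double the plate's negative control median, limit read from the data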;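 further: 0% = DMSO and -100% = 5 µM competing unlabeled TCR2 RNA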
Target sequence (Q9XUB2 whole entry, looked up): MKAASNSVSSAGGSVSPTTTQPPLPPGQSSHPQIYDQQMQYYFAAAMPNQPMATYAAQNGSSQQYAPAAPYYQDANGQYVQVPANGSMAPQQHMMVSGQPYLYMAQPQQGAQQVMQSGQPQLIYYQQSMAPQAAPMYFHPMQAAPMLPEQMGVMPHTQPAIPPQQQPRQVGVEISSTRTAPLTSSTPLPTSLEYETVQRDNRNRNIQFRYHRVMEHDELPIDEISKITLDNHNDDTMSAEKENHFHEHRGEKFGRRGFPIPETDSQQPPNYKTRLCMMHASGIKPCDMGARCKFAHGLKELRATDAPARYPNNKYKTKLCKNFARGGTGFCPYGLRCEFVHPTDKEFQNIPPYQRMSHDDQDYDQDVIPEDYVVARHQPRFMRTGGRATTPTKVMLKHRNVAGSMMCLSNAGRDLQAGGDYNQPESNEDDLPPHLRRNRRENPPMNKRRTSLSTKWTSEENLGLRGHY
PME-1 primary: PME-1 inhibitors via competitive probe labeling, primary screen, biochemical, fluorescence polarization, FP-Rh probe, HTS; recombinant PME-1; inhibition, % at 5.9 µM; 0.53% of 320,000 active;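 active means inhibition above the campaign mean of all compounds plus 3 SD, cut at about 26% in these data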;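 further: competitive labeling of PME-1 active site by serine hydrolase directed probe; 0% = PME-1 with DMSO and 100% = wells lacking PME-1 enzyme; inhibitors block probe labeling so polarization falls and inhibition rises; many of its hits are not listed in these tables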
GRK2 aptamer HTS: compounds blocking aptamer binding on GRK2 – biochemical, human GRK2, bead flow cytometry, HTS, primary screen; 0.59% of 330,000 active; FAM-aptamer displacement from GRK2; Beta-adrenergic receptor kinase 1 (Homo sapiens), P25098; inhibition of aptamer binding, % at 10 µM;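 active means inhibition of aptamer binding above 40%, roughly 3 SD of noise, on plates passing a quality check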;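 further: median bead fluorescence of bound FAM aptamer so fluorescent compounds give negative values; no value below 0 was filed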
GLD-1 TGE inh: GLD-1/TGE RNA complex disruptors, primary screen, biochemical, fluorescence polarization. AID 2280, 2010. purified GLD-1 + fluorescein TGE RNA. inhibition, % at 5.96 µM. Female germline-specific tumor suppressor gld-1 (Caenorhabditis elegans), Q17339. 0.44% of 320,000 active;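 active means percent inhibition above a per-plate cutoff, the plate mean of test compounds plus 3 SD, cut at about 30% in these data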;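 further: 0% = DMSO wells with GLD-1 and probe and 100% = wells lacking GLD-1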
Efflux pump mplx: inhibitors of Candida efflux pumps in yeast, primary screen, S. cerevisiae, Nile Red, multiplex; 0.44% of 330,000 active; AID 485275, 2010; S. cerevisiae Candida pump triplex; inhibition, % at 10 µM;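 active means plate passing quality check with inhibition over a set limit, or well fluorescence over plate mean plus 4 SD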;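 further: Nile Red retained in pooled yeast measured as flow cytometry median fluorescence; 0% = buffer negative control and 100% = Enniatin B positive control; higher means more Nile Red kept so more efflux inhibition; some compounds called inactive have numbers as strong as hits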
Active calls of the source: *. A portion of the library. The share of hits here may be higher or lower than overall.

Results for COc1ccccc1CN1CC(C(=O)NCCSc2nnnn2C)CCC1=O (stereo not drawn) ?
BCLXL inh: 2; VLA-4 inh: 0; MCL1 BIM primary: -1; Fam108B counter: -2; MEX-5 binding: -1.1; PME-1 primary: 7; GRK2 aptamer HTS: 4; GLD-1 TGE inh: 6; Efflux pump mplx: 0.6

Results for O=S(=O)(Nc1ccc(-c2nc3cccnc3s2)cc1)c1ccccc1F ?
BCLXL inh: 3; VLA-4 inh: -5; MCL1 BIM primary: -3; Fam108B counter: 3; MEX-5 binding: -1.2; PME-1 primary: 8; GRK2 aptamer HTS: 0; GLD-1 TGE inh: 5; Efflux pump mplx: -0.1

How did CC1CCN(CCCOc2ccc(OCc3ccccc3)cc2)CC1 do in these assays?
BCLXL inh: 7; VLA-4 inh: -2; MCL1 BIM primary: 2; Fam108B counter: 2; MEX-5 binding: -1.1; PME-1 primary: 4; GRK2 aptamer HTS: 0; GLD-1 TGE inh: 0; Efflux pump mplx: 0.0

Results for Cc1ccc(C(=O)N2CCc3ccccc32)o1 ?
BCLXL inh: 4; VLA-4 inh: 6; MCL1 BIM primary: -8; Fam108B counter: 1; MEX-5 binding: 3.0; PME-1 primary: 0; GRK2 aptamer HTS: 1; GLD-1 TGE inh: 0; Efflux pump mplx: -0.2

How did CCCCC1=CC2=C(c3ccco3)C(=O)C(C)(OC(=O)c3ccc(OC)cc3)C(=O)C2=CN1CCOC (stereo not drawn) do in these assays?
BCLXL inh: 18; VLA-4 inh: 5; MCL1 BIM primary: 23; Fam108B counter: 2; MEX-5 binding: -5.0; PME-1 primary: 11; GRK2 aptamer HTS: 2; GLD-1 TGE inh: 16; Efflux pump mplx: -0.1

Results for COc1ccc(-c2cc(C(F)(F)F)nc(-n3cc(Br)cn3)n2)cc1 ?
BCLXL inh: -1; VLA-4 inh: 3; MCL1 BIM primary: 2; Fam108B counter: -3; MEX-5 binding: 0.8; PME-1 primary: -8; GRK2 aptamer HTS: 5; GLD-1 TGE inh: 5; Efflux pump mplx: 0.0

Results for CCN1CCN(c2c(C(=O)c3ccc(OC)cc3)cnc3ccccc23)CC1 ?
BCLXL inh: 2; VLA-4 inh: 24; MCL1 BIM primary: -1; Fam108B counter: 1; MEX-5 binding: -1.9; PME-1 primary: -3; GRK2 aptamer HTS: 1; GLD-1 TGE inh: 1; Efflux pump mplx: 0.0

How did Cc1ccc(C(=O)CCC(=O)CCC(=O)O)cc1 do in these assays?
BCLXL inh: 6; VLA-4 inh: 6; MCL1 BIM primary: 8; Fam108B counter: -6; MEX-5 binding: -0.6; PME-1 primary: 1; GRK2 aptamer HTS: 4; GLD-1 TGE inh: -3; Efflux pump mplx: -0.1

How did Cc1ccc(Nc2c([N+](=O)[O-])c(=O)oc3ccccc23)cc1 do in these assays?
BCLXL inh: 2; VLA-4 inh: -157; MCL1 BIM primary: -2; Fam108B counter: 4; MEX-5 binding: -0.3; PME-1 primary: 9; GRK2 aptamer HTS: 4; GLD-1 TGE inh: 4; Efflux pump mplx: 0.1

How did O=C(CN(C(=O)CNC(=O)c1cccs1)c1ccc2c(c1)OCCO2)NC1CCCC1 do in these assays?
BCLXL inh: -3; VLA-4 inh: -1; MCL1 BIM primary: -2; Fam108B counter: -1; MEX-5 binding: -0.7; PME-1 primary: -11; GRK2 aptamer HTS: 0; GLD-1 TGE inh: 9; Efflux pump mplx: 0.1

What do the screens show for `OC(c1ccccc1)c1cccnc1` (stereo not drawn)?
BCLXL inh: 1; VLA-4 inh: 9; MCL1 BIM primary: 0; Fam108B counter: 4; MEX-5 binding: 2.0; PME-1 primary: 0; GRK2 aptamer HTS: 0; GLD-1 TGE inh: 7; Efflux pump mplx: -0.1

Results for CC1Cc2cc(/C(O)=C3/C(=O)C(=O)N(Cc4cccnc4)C3c3cccc(O)c3)ccc2O1 (stereo not drawn) ?
BCLXL inh: 1; VLA-4 inh: -8; MCL1 BIM primary: -3; Fam108B counter: -5; MEX-5 binding: -0.9; PME-1 primary: -9; GRK2 aptamer HTS: 0; GLD-1 TGE inh: 2; Efflux pump mplx: -0.2

Results for CS(=O)(=O)Nc1ccccc1Oc1ccccc1 ?
BCLXL inh: 5; VLA-4 inh: 6; MCL1 BIM primary: 3; Fam108B counter: 4; MEX-5 binding: -0.1; PME-1 primary: 1; GRK2 aptamer HTS: 0; GLD-1 TGE inh: 0; Efflux pump mplx: 0.0

How did CCOc1cc(C2C3=C(CCCC3=O)N(C)C3=C2C(=O)CCC3)cc(Cl)c1O do in these assays?
BCLXL inh: 24; VLA-4 inh: 11; MCL1 BIM primary: 50*; Fam108B counter: 4; MEX-5 binding: -2.3; PME-1 primary: -8; GRK2 aptamer HTS: 1; GLD-1 TGE inh: 11; Efflux pump mplx: 0.4

Results for O=C(NCCC1=CCCCC1)C(=O)NCC1OCCCN1S(=O)(=O)c1ccccc1 (stereo not drawn) ?
BCLXL inh: 5; VLA-4 inh: 23; MCL1 BIM primary: 10; Fam108B counter: -1; MEX-5 binding: 0.4; PME-1 primary: -2; GRK2 aptamer HTS: 7; GLD-1 TGE inh: 4; Efflux pump mplx: -0.8

Results for Cc1c(C(=O)Nc2ccc(-n3cnnn3)cc2)oc2ccccc12 ?
BCLXL inh: -1; VLA-4 inh: 1; MCL1 BIM primary: -10; Fam108B counter: -38; PME-1 primary: -38; GRK2 aptamer HTS: 1; GLD-1 TGE inh: -3; Efflux pump mplx: 0.0

What do the screens show for `CC(C)NC(=O)c1cc2c(s1)CCCC2`?
BCLXL inh: -2; VLA-4 inh: 3; MCL1 BIM primary: 3; Fam108B counter: -1; MEX-5 binding: 0.5; PME-1 primary: -1; GRK2 aptamer HTS: 1; GLD-1 TGE inh: 1; Efflux pump mplx: 0.2

Results for S=c1[nH]ncn1/N=C/c1cccc(Oc2ccccc2)c1 ?
BCLXL inh: -29; VLA-4 inh: 6; MCL1 BIM primary: -10; Fam108B counter: 1; MEX-5 binding: -1.3; PME-1 primary: 1; GRK2 aptamer HTS: 3; GLD-1 TGE inh: 3; Efflux pump mplx: 0.2

Results for COc1ccc(-c2[nH]nc3oc(=O)c(CCO)c(C)c23)cc1 ?
BCLXL inh: 0; VLA-4 inh: 0; MCL1 BIM primary: -3; Fam108B counter: -4; MEX-5 binding: -0.1; PME-1 primary: -1; GRK2 aptamer HTS: 0; GLD-1 TGE inh: 5; Efflux pump mplx: 0.1

What do the screens show for `COc1cccc(CNC(=O)Cn2c(=O)c3cccn3c3ccccc32)c1`?
BCLXL inh: 6; VLA-4 inh: 17; MCL1 BIM primary: 3; Fam108B counter: 1; MEX-5 binding: 0.0; PME-1 primary: 2; GRK2 aptamer HTS: 0; GLD-1 TGE inh: 1; Efflux pump mplx: 0.0

How did Cc1ccc(C)c(OCC(=O)NNC(=O)C2CCC2)c1 do in these assays?
BCLXL inh: 2; VLA-4 inh: -11; MCL1 BIM primary: 3; PME-1 primary: 8; GRK2 aptamer HTS: 0; GLD-1 TGE inh: 2; Efflux pump mplx: -0.1

How did Cc1ccc(C(=O)NNC(=S)Nc2cccc(Cl)c2Cl)cc1[N+](=O)[O-] do in these assays?
BCLXL inh: 9; VLA-4 inh: 8; MCL1 BIM primary: 16; Fam108B counter: 6; MEX-5 binding: -0.9; PME-1 primary: 14; GRK2 aptamer HTS: 0; GLD-1 TGE inh: 4; Efflux pump mplx: 0.3

How did Cc1cc(C)c2c(c1)C1(OCCO1)C(=O)N2 do in these assays?
BCLXL inh: 2; VLA-4 inh: 4; MCL1 BIM primary: -7; Fam108B counter: 4; MEX-5 binding: -1.2; PME-1 primary: -5; GRK2 aptamer HTS: 18; GLD-1 TGE inh: 4; Efflux pump mplx: 0.1

Results for CC1(C2CC2)NC(=O)N(CC(=O)N2CCN(c3cccc(C(F)(F)F)c3)CC2)C1=O (stereo not drawn) ?
VLA-4 inh: 3; GRK2 aptamer HTS: 3; GLD-1 TGE inh: 2; Efflux pump mplx: 0.1

Results for Cn1nc(C(=O)NCCOc2ccccc2)c2ccccc2c1=O ?
BCLXL inh: 0; VLA-4 inh: 9; MCL1 BIM primary: 0; Fam108B counter: 7; MEX-5 binding: -0.5; PME-1 primary: 3; GRK2 aptamer HTS: 1; GLD-1 TGE inh: 8; Efflux pump mplx: 0.5

Results for Cc1ccc2nc(N(CCCN(C)C)C(=O)COc3ccc(Cl)cc3)sc2c1 ?
BCLXL inh: 3; VLA-4 inh: 11; MCL1 BIM primary: 4; Fam108B counter: 2; MEX-5 binding: -0.2; PME-1 primary: -1; GRK2 aptamer HTS: 0; GLD-1 TGE inh: 6; Efflux pump mplx: -0.1

Results for COc1ccc(NC(=O)C2=C(C)NC(=S)NC2c2ccc(O)c(OC)c2)cc1 (stereo not drawn) ?
BCLXL inh: 6; VLA-4 inh: 10; MCL1 BIM primary: 7; Fam108B counter: 1; MEX-5 binding: 0.1; PME-1 primary: 1; GRK2 aptamer HTS: 5; GLD-1 TGE inh: 8; Efflux pump mplx: 0.0

What do the screens show for `CNC(=O)c1ccccc1NC(=O)c1c(O)c2c([nH]c1=O)CCCC2`?
BCLXL inh: 14; VLA-4 inh: 1; MCL1 BIM primary: -1; Fam108B counter: 1; MEX-5 binding: -0.9; PME-1 primary: -9; GRK2 aptamer HTS: 3; GLD-1 TGE inh: -2; Efflux pump mplx: 0.1

How did COc1ccc(/C=C\C(=O)O[C@@H]2C(O)C(O[C@@H]3OC(C)[C@H](O[C@@H]4OCC(O[C@H]5O[C@H](CO)[C@@H](O)C(O)C5O)C(O)C4O)C(O)C3O)[C@H](OC(=O)[C@]34CCC(C)(C)C[C@@H]3C3=CCC5[C@@]6(C)CC(O)C(O[C@@H]7OC(CO)C(O)[C@H](O)[C@H]7O)[C@@](C)(C(=O)O)C6CC[C@@]5(C)[C@]3(CO)CC4)O[C@H]2C)cc1 (stereo partly drawn) do in these assays?
VLA-4 inh: -10; GRK2 aptamer HTS: 3; GLD-1 TGE inh: 0; Efflux pump mplx: 1.0

What do the screens show for `Cc1nc2c([N+](=O)[O-])c(C)c(C)cc2[nH]1`?
BCLXL inh: 0; VLA-4 inh: -3; MCL1 BIM primary: -7; Fam108B counter: 0; MEX-5 binding: 2.0; PME-1 primary: -4; GRK2 aptamer HTS: 6; GLD-1 TGE inh: 0; Efflux pump mplx: -0.2

How did O=S(=O)(c1ccc(SCc2ccccc2F)nc1)N1CCCC1 do in these assays?
BCLXL inh: 2; VLA-4 inh: 11; MCL1 BIM primary: 9; PME-1 primary: 7; GRK2 aptamer HTS: 0; GLD-1 TGE inh: 0; Efflux pump mplx: -0.1

What do the screens show for `CCN(Cc1ccncc1)C(=O)c1cccs1`?
BCLXL inh: 4; VLA-4 inh: -18; MCL1 BIM primary: 6; Fam108B counter: 10; MEX-5 binding: -2.5; PME-1 primary: 2; GRK2 aptamer HTS: 0; GLD-1 TGE inh: -5; Efflux pump mplx: -7.2

What do the screens show for `O=c1oc2c(CN3CCCCC3)c(O)ccc2c2c1CCCC2`?
BCLXL inh: 5; VLA-4 inh: 8; MCL1 BIM primary: 3; Fam108B counter: 10; MEX-5 binding: -1.0; PME-1 primary: 3; GRK2 aptamer HTS: 0; GLD-1 TGE inh: -11; Efflux pump mplx: -0.1

High-throughput results deposited in PubChem BioAssay by several laboratories.
